# High-throughput results as filed in PubChem.
# VEEV TC-83 Vero = inhibitors of VEEV TC-83 cytopathic effect, confirmation, Vero cells (AID 588727) | Vero cells, VEEV TC-83 cytopathic effect inhibition; higher % means a stronger effect | inhibition, % at 20 µM, or IC50 in µM where a hit was titrated | 350,000 compounds, 0.13% hits; in the data active means a potency from the dose series; inconclusive means inhibition mostly from about 14% at the one dose, without a potency; inactive means the rest, 99 in 100 with inhibition below about 12%; further: strong numbers were not always called active
# tuberculosis growth = growth inhibition of non-replicating M. tuberculosis (AID 488890); Mycobacterium tuberculosis non-replicating, growth inhibition; higher % means a stronger effect; inhibition, % at 25 µM, or IC50 in µM where a hit was titrated; 320,000 compounds, 0.39% hits; in the data active means a potency from the dose series; inconclusive means inhibition mostly from about 82% at the one dose, without a potency; inactive means the rest, 99 in 100 with inhibition below about 76%;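 further: plate controls were DMSO cells for no effect and high antibiotic wells for full effect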
# M. tuberculosis HTS = M. tuberculosis growth inhibition, HTS (AID 449762); M. tuberculosis H37Rv growth inhibition, 7H9 media; higher % means a stronger effect; one-dose inhibition, % at 25 µM; IC50 in µM for titrated hits; 330,000 compounds, 0.59% hits; in the data active means a potency from the dose series; inconclusive means inhibition above about 70% without an active follow-up result;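 further: bacterial growth assessed after seven days of incubation; strong numbers were not always called active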
# PhoP GFP inhibition = PhoP regulon inhibitors, Salmonella typhi PhoP promoter GFP reporter, confirmatory (AID 1850); Salmonella Typhi PhoP-promoter GFP reporter, fluorescence, 4 h; higher % means a stronger effect; inhibition, % at 50 µM; hits with a dose series show IC50 in µM; 310,000 compounds, 0.33% hits; in the data active means a potency from the dose series; inconclusive means inhibition mostly from about 25% at the one dose, without a potency; inactive means the rest, 99 in 100 with inhibition below about 19%;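 further: 0% = induced wells with vehicle and 100% = uninduced wells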
# H1N1 NS1A inhibition = H1N1 influenza NS1A inhibitors, functional cell based assay (AID 504329) | 340,000 compounds, 0.3% hits | NS1A functional cell-based assay, percent inhibition; higher % means a stronger effect | inhibition, % at 12.5 µM; hits with a dose series show IC50 in µM; in the data active means a potency from the dose series; inconclusive means inhibition above about 27% without an active follow-up result; further: strong numbers were not always called active
# VEEV TC-83 Vero 10K pilot screen = second read-out of VEEV TC-83 Vero, no call of its own (marks repeat the call); inhibition, %; measured here: 10K pilot screen inhibition
# Starred values were filed as active, the others as inactive; i = inactive; ? = inconclusive; · = not tested or not shown.
SMILES,VEEV TC-83 Vero,tuberculosis growth,M. tuberculosis HTS,PhoP GFP inhibition,H1N1 NS1A inhibition,others
CCOC(=O)c1cccc([P+](=O)O)c1,2.2%,-12%,-4%,1%,1%,
Cc1c(N=NC2=C(O)CCCC2=O)c(=O)n(-c2ccccc2)n1C,1.1%,9%,-6%,1%,2.9µM*,VEEV TC-83 Vero 10K pilot screen=1.4
COc1cccc(N(C(=O)Cn2nnc3ccccc32)C(C(=O)NCc2ccco2)c2cccnc2)c1 (stereo not drawn),0.5%,·,·,·,-5%,
CCN=C1SC(C(=O)Nc2ccc(Cl)c(Cl)c2)CC(=O)N1CC (stereo not drawn),1.5%,-2%,4%,-8%,3%,
O=C(/C=C/c1cccc([N+](=O)[O-])c1)Nn1c(-c2ccccc2F)nc2ccccc2c1=O,0.0%,7%,10%,-7%,11%,
Cc1ccc(/C=C(\C#N)C(=O)N2CCCC2)c(C)c1,3.0%,8%,-8%,-7%,-4%,
CC(=O)N1N=C(c2cccs2)CC1c1ccco1 (stereo not drawn),0.5%,-2%,3%,-3%,-10%,
O=C(CCC(=O)N1CCN(S(=O)(=O)c2ccc3ccccc3c2)CC1)Nc1cc(Cl)cc(Cl)c1,6.3%,40%,-5%,-14%,-12%,
CCN(CC)S(=O)(=O)c1ccc2c(c1)c(=O)c(C(=O)NCCOC)cn2C,0.2%,-28%,-9%,-4%,-3%,
Cc1ccc(OCC(=O)Nc2ccc3c(c2)C(=O)N(CCC(=O)O)C3=O)cc1,1.4%,-13%,-28%,0%,-3%,
Cc1cc(C(=O)NC(C)C2CCCO2)no1 (stereo not drawn),1.1%,16%,6%,-16%,-3%,
COCCn1c(COc2ccc(Cl)cc2)nnc1SCC(N)=O,1.4%,2%,1%,-5%,-1%,
COc1ccc2c(c1)c(=O)c(C(=O)O)c(-c1ccc3c(c1)OCO3)n2C,i,-4%,-2%,-10%,10%,
Cn1c(=O)c2cn(Cc3ccc(Cl)cc3)cc2n(C)c1=O,i,10%,-7%,0%,-3%,
O=C(N/N=C(\c1ccccc1)c1cccnc1)c1cccc(F)c1,27%,3.9µM*,?,-3%,10%,
O=S(=O)(c1ccc(Br)cc1)N1CCCc2ccccc21,0.8%,21%,2%,-3%,-5%,
Cc1ccc(NC(=O)C2CCC(CNC(=O)[C@@H]3Cc4ccccc4CN3)CC2)c(C)c1 (stereo partly drawn),i,7%,8%,-4%,-11%,
c1ccc(CNc2nc(N3CCN(Cc4ccccc4)CC3)nc3ccccc23)cc1,i,?,?,18µM*,·,
C/C(=N\Nc1ccc(C)c(Cl)c1)c1cccnc1,1.4%,15%,14%,40%,2%,
O=C(Cn1nnc(N2CCCC2)n1)N/N=C/c1ccc(Cl)cc1,2.5%,3%,2%,4%,-5%,
CCC(/C=N/NC(=O)C1COc2ccccc2O1)CC (stereo not drawn),i,1%,3%,-2%,16%,
Cc1ccc(NS(=O)(=O)c2ccc3[nH]c(=O)oc3c2)c(C)c1,i,9%,4%,1%,-3%,
Cc1ccc(S(=O)(=O)c2nc(-c3cccs3)oc2N2CCC(C(N)=O)CC2)cc1,i,4%,-2%,·,8%,
O=C(CSc1nncs1)NNC(=O)c1ccccc1Br,1.5%,-3%,-3%,·,-13%,
CCNC(=O)CN(c1ccc(C)cc1)S(=O)(=O)c1ccccc1,3.8%,-11%,-5%,-2%,2%,
COC(=O)c1ccc(NC(=O)CN2CCN(c3ccccc3C)CC2)cc1,0.2%,46%,?,4%,9%,
COc1cc(C)c(NC(=S)Nc2ccc(Cl)c(Cl)c2)cc1OC,2.1%,?,?,-6%,-8%,
O=c1c2ccccc2nnn1CSc1nnc(Nc2ccccc2)s1,0.6%,-7%,-6%,-1%,-2%,
CCCNC(=O)c1cc(SC)ccc1Cl,1.5%,38%,6%,14%,3%,
O=C(COc1cccnc1[N+](=O)[O-])Nc1ccc2c(c1)OC(F)(F)O2,2.2%,6%,7%,2%,-2%,
CC(=O)N/C(=C/c1ccc(OC(F)F)cc1)C(=O)O,0.1%,-2%,-5%,-1%,37%,
CC1(C)C(c2cccs2)=[N+]([O-])C2(CCCCC/C2=N\NC(N)=O)N1O (stereo not drawn),0.2%,6%,1%,2%,13%,
Cc1cnc(C(=O)OCC(=O)NCCc2ccccc2)cn1,1.4%,0%,-7%,-10%,-3%,
CC1(C)Cc2cccc(OCC(=O)NCc3cccs3)c2O1,5.8%,2%,6%,1%,-13%,
O=C(NC1CCCCC1)c1ccc(Cn2cc(Br)cn2)o1,0.5%,48%,-4%,2%,-1%,
O=P(Oc1ccccc1)(Oc1ccccc1)N1CCOCC1,i,·,·,·,-7%,
Cc1nn(C(=O)/C(C#N)=C/N(C)C)c(C)c1C,2.9%,5%,3%,5%,0%,
COc1ccc(C2C(C(=O)c3ccco3)=C(O)C(=O)N2CCN2CCOCC2)c(OC)c1 (stereo not drawn),i,-7%,9%,5%,4%,
CC(C)c1ccc(CN2CC(C(=O)O)CC2=O)cc1 (stereo not drawn),i,-4%,-3%,-8%,1%,
C/C(=C\C(=S)Nc1ccccc1)Nc1ccc2ccccc2c1,6.2%,?,41µM*,-2%,9%,
COC(=O)NNC(=O)COc1cc(C)ccc1C,i,-7%,-9%,-6%,4%,
O=CN1CCN(C(=O)CC(c2ccccc2)c2cc(Br)ccc2O)CC1 (stereo not drawn),6.2%,69%,-3%,-4%,5%,
Cc1[nH]c2ccc(F)cc2c(=O)c1SC(F)(F)C(F)F,0.6%,-8%,-2%,3%,2%,
Cn1c(=O)c2c(nc(C3CC4C5CCC(C5)C4C3)n2C)n(C)c1=O (stereo not drawn),5.5%,·,·,·,-2%,
O=C(NCc1ccc(Cl)cc1)C1CCC(CNS(=O)(=O)c2ccccc2)CC1 (stereo not drawn),i,11%,5%,-1%,-13%,
CC1CCC2(CC1)NC(=O)N(Cc1nc(-c3ccccc3)no1)C2=O (stereo not drawn),2.7%,-1%,-4%,-14%,-2%,
COc1cccc(NC(=O)n2nc(N)cc2-c2ccc(Cl)cc2)c1,3.5%,-12%,4%,-4%,-3%,
Oc1ccc(N=Cc2ccc(O)c(O)c2)cc1,0.8%,19%,-9%,8%,6%,
Cn1nc(NC(=O)C(F)(F)F)c2ncc(-c3ccc(Cl)cc3)nc21,1.1%,-4%,-7%,-6%,-8%,
Cc1ccc(S(=O)(=O)Nc2cccc(C(=O)NC3CCN(Cc4ccccc4)CC3)c2)cc1F,i,39%,?,4%,9%,
O=C(O)COc1ccc(/C=N/NC(=O)Cc2ccc(Cl)cc2)cc1,i,-17%,-10%,3%,4%,
COc1ccc(CCNCC(=O)Nc2c(C)cc(C)cc2C)cc1OC,3.0%,3%,-12%,4%,0%,
Cc1cc(C(=O)O)cc(S(=O)(=O)NNC(=O)c2cccs2)c1C,0.7%,1%,2%,-4%,16%,
Cc1occc1C(=O)Nc1nn[nH]n1,0.4%,18%,-1%,6%,-1%,
CC(C)Nc1nc2cccnc2s1,0.5%,-1%,-1%,4%,-17%,
CCC(c1nnnn1Cc1ccccc1)N1CCN(c2ccc(OC)cc2)CC1 (stereo not drawn),1.7%,22%,4%,-6%,13%,
COCCN(C(=O)COC(=O)C1=COCCO1)c1c(N)n(Cc2ccccc2)c(=O)[nH]c1=O,3.3%,-5%,-1%,-3%,-8%,
COc1ccc(C(C)C)cc1S(=O)(=O)N1CC(C)OC(C)C1 (stereo not drawn),1.6%,-5%,-8%,-19%,4%,
O=C(NCc1ccco1)c1nn2cccnc2c1Cl,0.8%,23%,6%,7%,-13%,
CN(C(=O)COC(=O)c1ccc(S(=O)(=O)N2CCCC2)cc1)c1ccccc1,i,25%,10%,-2%,0%,

# Continued:
SMILES,VEEV TC-83 Vero,tuberculosis growth,M. tuberculosis HTS,PhoP GFP inhibition,H1N1 NS1A inhibition,others
O=S(=O)(c1ccc(Br)cc1)N1CCOC12CCCCC2,2.0%,4%,4%,7%,·,
C=CCn1c(Cc2cccs2)nnc1SCC(=O)NC1CC1,0.8%,-2%,0%,-3%,-6%,
COc1cc(/C=C2\SC(=S)N(NC(=O)c3ccncc3)C2=O)ccc1O,1.6%,-8%,-16%,2%,1%,
CN(C(=O)c1ccncc1)C1CC(C)(C)N(O)C(C)(C)C1,i,11%,12%,9%,-14%,
COc1ccc(CC(=O)NNC(=O)c2ccccn2)cc1,2.2%,?,1%,16%,2%,
CCOc1ccc(NC(=O)c2ccc(Cl)c(NC(=O)c3ccco3)c2)cc1,0.3%,-2%,5%,6%,2%,
CCCCn1nc(CC(=O)O)c2ccccc2c1=O,3.2%,-11%,-6%,-6%,-18%,
COc1nc(C#N)c(N2CCOCC2)o1,0.5%,0%,-6%,-3%,0%,
Cn1c(=O)c2c(nc(-n3ccnc3)n2Cc2ccc(Cl)cc2Cl)n(C)c1=O,i,6%,-2%,6%,0%,
COc1ccc(S(=O)(=O)N(C)c2ccc(C(=O)N3CCN(C)CC3)cc2)cc1,i,-10%,-2%,-8%,3%,
COC(Cn1c(C)c(C(C)=O)c(C(C)=O)c1C)OC,0.1%,-8%,-6%,-7%,8%,
O=C1Nc2ccccc2C1(O)C/C(=N/O)c1ccccc1 (stereo not drawn),2.0%,5%,-7%,4%,0%,
CCC(C)NC(=O)COCc1cc(-c2ccc3c(c2)OCO3)on1 (stereo not drawn),0.4%,30%,-1%,-14%,-7%,
COc1ccc(C(=O)NCCNc2ccc([N+](=O)[O-])cc2)cc1OC,0.8%,3%,8%,-4%,2%,
CC(C)CCNC(=O)CN1C(=O)CN=C(c2ccccc2)c2ccccc21,0.4%,-7%,-6%,14%,-9%,
COc1cc(NC(=O)C23CC4CC(C2)CC(n2nnc(C)n2)(C4)C3)c(OC)cc1Cl,0.2%,-18%,3%,-3%,0%,VEEV TC-83 Vero 10K pilot screen=0.6
Cc1coc(NC(=O)CSc2nc(-c3ccncc3)cc(C(F)(F)F)c2C#N)n1,0.4%,-12%,6%,3%,-6%,
COc1ccc(NC(=O)CC2C(=O)N(c3ccc(Cl)cc3)C(=S)N2CCc2ccncc2)cc1 (stereo not drawn),0.3%,34%,0%,18%,-1%,
COc1ccc(CCNC(=O)C2CCC(=O)N(C3CCCCCC3)C2)cc1 (stereo not drawn),2.2%,19%,1%,-10%,-8%,
COc1ccc(NC(=O)/C(=C/c2ccc(OC(C)=O)c(OC)c2)NC(C)=O)cc1,i,-9%,6%,-6%,-3%,
CCOC(=O)CN(c1cc([N+](=O)[O-])ccc1OC)S(C)(=O)=O,0.6%,-22%,-11%,4%,-13%,
Cc1ccc(NC(=S)N(C)N)cc1Cl,2.0%,20%,-1%,11%,0%,
COc1ccc(NC(=O)/C=C/c2cc(Br)ccc2OC)cc1,4.6%,-3%,-5%,-2%,6%,VEEV TC-83 Vero 10K pilot screen=1.9
Cn1nccc1C(=O)N1CCCC(C(=O)c2cccc3ccccc23)C1 (stereo not drawn),0.4%,1%,9%,-6%,-4%,
CCOC(=O)NC(=O)CN1C(=O)NC(C)(c2ccccc2)C1=O (stereo not drawn),0.2%,-3%,8%,5%,-10%,
Cn1c(Cn2c(=O)sc3ccccc32)nnc1SCC(=O)Nc1cccc(F)c1,0.8%,4%,-3%,-14%,-4%,
O=C(O)c1ccc(NS(=O)(=O)c2ccc(NC(=O)c3ccccc3Cl)cc2)cc1,1.0%,-24%,0%,-4%,-4%,
Cc1cc(=O)n2[nH]cc(C(=O)O)c2n1,i,-7%,-7%,-2%,-3%,
CC1CCN(CCc2nc3cc(NC(=O)COc4ccc([N+](=O)[O-])cc4)ccc3n2C)CC1,2.7%,35%,-2%,-8%,-5%,

# Compounds from the list above that have a cyano group (four):
SMILES,VEEV TC-83 Vero,tuberculosis growth,M. tuberculosis HTS,PhoP GFP inhibition,H1N1 NS1A inhibition,others
Cc1ccc(/C=C(\C#N)C(=O)N2CCCC2)c(C)c1,3.0%,8%,-8%,-7%,-4%,
Cc1nn(C(=O)/C(C#N)=C/N(C)C)c(C)c1C,2.9%,5%,3%,5%,0%,
COc1nc(C#N)c(N2CCOCC2)o1,0.5%,0%,-6%,-3%,0%,
Cc1coc(NC(=O)CSc2nc(-c3ccncc3)cc(C(F)(F)F)c2C#N)n1,0.4%,-12%,6%,3%,-6%,

# Hits appear at their usual frequency; any-hit rate near 1.5%.
